# DRD3 agonist: activates the human D3 dopamine receptor. P35462. D3R DiscoveRx beta-arrestin cells, luminescence, 90 min. max activation, %. 410,000 compounds, 0.58% hits. AID 652048; in the data active = max activation above about 30%; also: 0% is about no effect; mostly tested at two doses, the higher about 12 µM
# Target sequence (P35462 whole entry, looked up): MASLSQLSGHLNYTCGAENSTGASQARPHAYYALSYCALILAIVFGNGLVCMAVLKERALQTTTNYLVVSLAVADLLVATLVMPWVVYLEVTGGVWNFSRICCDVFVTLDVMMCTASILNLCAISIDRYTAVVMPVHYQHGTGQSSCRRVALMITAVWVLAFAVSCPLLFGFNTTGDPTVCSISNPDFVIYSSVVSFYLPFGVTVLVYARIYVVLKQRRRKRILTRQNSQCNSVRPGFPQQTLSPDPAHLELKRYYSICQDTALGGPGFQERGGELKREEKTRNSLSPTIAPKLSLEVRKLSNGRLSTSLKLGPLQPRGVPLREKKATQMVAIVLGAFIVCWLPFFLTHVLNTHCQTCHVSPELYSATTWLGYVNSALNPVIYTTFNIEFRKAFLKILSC
#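 Agonist mode: compounds and dopamine controls were applied to plated cells for 90 min at 37 degrees C after an overnight attachment at 1500 cells/well. Luminescent read-out followed 30 - 60 minutes at room temperature with DiscoveRx detection reagent.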
# KB-3-1 cytotox: kills parental KB-3-1 adenocarcinoma cells; KB-3-1 viability, CellTiter-Glo ATP luminescence, 72 h; Potency, µM (top dose mostly 46.1 µM), without a hit: top-dose activity change, negative = cytotoxic, most hits filed as cytotoxic; 400,000 compounds, 1.4% hits; also: potency is read from the fitted curve at half-maximal effect; % is scaled to controls: 0 for no effect and ±100 for the full control effect; nearly all actives have a fitted effect of over 60% in size
#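 Here the drug-naive KB-3-1 line serves as comparator for MDR sub-line selectivity; cells received compound titrations, 72 h at 37 °C, then CellTiter-Glo readout.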
# GLP-1R agonist: agonists of human GLP-1 receptor; 380,000 compounds, 0.007% hits; HEK293 GLP-1R CRE-luciferase, luminescence, 4-6 h; cells express a hypersensitive GLP-1R form; AID 624172; Potency, µM (highest dose often 45.6 µM), inactives show at the top dose activation, hits mostly activators; also: potency is read from the fitted curve at half-maximal effect; % of control where 0% means no effect
# Target sequence (P43220 whole entry, looked up): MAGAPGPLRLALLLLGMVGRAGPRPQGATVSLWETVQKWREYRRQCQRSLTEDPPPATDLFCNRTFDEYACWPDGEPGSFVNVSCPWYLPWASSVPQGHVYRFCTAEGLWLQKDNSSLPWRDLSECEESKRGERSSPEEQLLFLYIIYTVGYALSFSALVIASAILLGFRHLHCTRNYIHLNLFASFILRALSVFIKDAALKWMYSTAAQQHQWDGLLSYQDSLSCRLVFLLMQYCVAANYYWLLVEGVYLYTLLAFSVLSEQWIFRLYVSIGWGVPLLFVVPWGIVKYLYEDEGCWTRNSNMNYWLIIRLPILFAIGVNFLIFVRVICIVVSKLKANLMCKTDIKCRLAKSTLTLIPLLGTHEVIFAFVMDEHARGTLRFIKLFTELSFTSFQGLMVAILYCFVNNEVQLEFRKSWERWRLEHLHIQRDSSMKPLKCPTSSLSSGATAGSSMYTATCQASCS
# KB-V1 MDR tox: KB-V1 MDR subline cytotoxicity. Potency, µM (top dose mostly 46.1 µM), for the others: top-dose activity change, negative = cytotoxicity, actives largely listed as cytotoxic. KB-V1 MDR cells viability, CellTiter-Glo, 72 h. AID 1347076. 400,000 compounds, 3.4% hits; also: potency is read from the fitted curve at half-maximal effect; % is scaled to controls: 0 for no effect and ±100 for the full control effect; nearly all actives have a fitted effect of over 60% in size
#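 KB-V1 cells (P-gp-expressing MDR subline of KB-3-1) in phenol-red-free DMEM with 10% FBS were exposed to library compounds over a concentration series for 72 h at 37 degrees C. Viability read by CellTiter-Glo luminescence; concentration-effect curves fitted after normalization.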
# SW480 rerep: DNA re-replication induction in SW480 cells; AID 624297; Potency, µM (titrated, usually from 46.1 µM), inactives show at the top dose re-replication activation, most hits filed as activators; SW480 DNA re-replication, Hoechst DNA content imaging, 48 h; 340,000 compounds, 1.8% hits; also: potency is read from the fitted curve at half-maximal effect; % of control where 0% means no effect; nearly all actives have a fitted effect of over 55% in size
#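 DNA re-replication was detected as more nuclei of elevated Hoechst intensity after 48 hr exposure to compound (23 nL pinned per well of 250 cells).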
# HT1080-NT tox: kills 2HG-producing HT-1080-NT fibrosarcoma cells. HT-1080-NT fibrosarcoma viability, CellTiter-Glo ATP luminescence, 48 h. Potency, µM (top dose mostly 46.1 µM), inactives show at the top dose activity, negative = less viability, hits mostly cytotoxic. 360,000 compounds, 1.6% hits;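 also: NT is the 2HG producing partner of a matched IDH1 knockdown line; potency is read from the fitted curve at half-maximal effect; 0% = DMSO-treated cells and -100% = media-only wells without cells; nearly all actives have a fitted effect of over 55% in size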
#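 Fibrosarcoma NT cells, 750 per well in 5% FBS RPMI, were exposed to compound for 48 hours. Viability: CellTiter-Glo luminescence.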
# IL1B secr inh: inhibitors of inflammasome signaling (IL-1 beta secretion). AID 743279. THP-1 LPS/ATP IL-1B secretion, AlphaLISA, 16 h; hits give low values. 360,000 compounds, 4.7% hits. activity change, % at 57.5 µM; in the data active = activity change below about -50%; inconclusive = mostly about -30% to -49%; also: % is scaled to controls: 0 for no effect and ±100 for the full control effect
#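 Secreted IL-1B measured by AlphaLISA bead assay after 16 h compound exposure of THP-1 cells; compounds (final up to 57.5 uM) added 1 h before LPS (250 ng/mL) and ATP (1.25 mM) stimulation; lower signal means less secretion.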
# D3 antag: D3 dopamine receptor (human) antagonism; P35462; D3R cells, DiscoveRx beta-arrestin luminescence, antagonist mode; hits give low values; max response, negative = inhibition, %; 360,000 compounds, 2.5% hits; AID 652054; in the data active = max response below about -50%; inconclusive = no clear call, values can overlap the other calls; also: % is scaled to controls: 0 for no effect and ±100 for the full control effect; mostly tested at two doses, the higher about 12 µM
#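 Cells plated overnight at 1500 cells/well, then exposed to library compounds with dopamine controls for 90 minutes at 37 degrees C. DiscoveRx reagent added for 30–60 minutes at room temperature; luminescence read, quantitative HTS format.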
# HT1080 IDH1KD tx: toxicity to HT-1080 IDH1 knockdown cells (counter line); HT-1080 IDH1 knockdown viability, ATP luminescence, 48 h; Potency, µM (titrated, usually from 46.1 µM), for inactives: at the top dose activity, negative = toxicity, hits mostly cytotoxic; 360,000 compounds, 2% hits; AID 686971;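 also: potency is read from the fitted curve at half-maximal effect; 0% = DMSO wells and -100% = cell-free medium wells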
#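 Viability of IDH1-knockdown HT-1080 fibrosarcoma cells was assessed by CellTiter-Glo after 48 h at 37 °C with titrated compound; concentration-effect curves were classified by fit quality and response size.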
# An asterisk follows results filed as active; ? = inconclusive; nt = no result given; [ ] = dose if it differs, or a comment. Unless noted, calls follow the shape of the dose curve; as a rule, active = well fitted curve in the direction sought with a large enough effect; inconclusive = small, poorly fitted or top-dose-only effect, or another doubt; inactive = no such curve, though single readings can be large; an effect the other way counts as inactive or inconclusive.
SMILES,DRD3 agonist,KB-3-1 cytotox,GLP-1R agonist,KB-V1 MDR tox,SW480 rerep,HT1080-NT tox,IL1B secr inh,D3 antag,HT1080 IDH1KD tx
CCc1nc2ccc(C(=O)NCCc3ccccn3)cn2c1N(CC)Cc1cccc(Br)c1,-3,0%,0%,?,nt,?,-23,32,?
CN(c1ccc(C(=O)NCc2ccc3c(c2)OCO3)cc1)S(C)(=O)=O,-2,13%,-7%,3%,-5%,0%[9.24 µM],1,6,-6%
Cc1cnc(C(=O)Nc2ccc3c(c2)CCC3)cn1,2,-7%,3%,16%,2%,-3%,-17,1,2%
CCOc1ccc(Nc2nc(-c3sc(N)nc3C)cs2)cc1,2,2%,25%,?,1%,-28%,?,-7,?
CC1=C(C(=O)Nc2ccccc2)C(c2ccncc2)n2nc(SCc3ccccc3Cl)nc2N1 (configuration not stated),9,13%,0%,-13%,nt,nt,nt,nt,nt
O=C(O)C1Cc2ccccc2CN1S(=O)(=O)/C=C/c1ccccc1 (configuration not stated),18,1%,1%,?,0%,1%,30,13,16%
COc1ccc(C(=O)C(C)C(C)=O)c(OCc2ccccc2)c1OC (configuration not stated),7,4%,3%,-3%,3%,-3%,-18,8,0%
CONc1nc(NC(C)(C)C)nc(OCC#N)n1,-4,8%,1%,16%,1%,0%,-11,-8,9%
Cc1ccc(NC2=NCCCCC2)cc1,6,6%,-4%,1%,1%,16%,26,-2,7%
COc1cccc(SCc2noc(C(=O)NCCC(C)C)c2C(=O)NCCC(C)C)c1,5,?,-4%,-8%,5%,?,-18,5,-3%
CCN(CC(=O)Nc1ccc(OC)c(Cl)c1)CC(=O)NC(C)C,-15,19%,11%,-28%,-12%,8%,8,-29,22%
c1ccc(C(c2ccccc2)c2noc(CN3CCN(CC4CC4)CC3)n2)cc1,-21,4%,11%,16%,0%,-3%,-19,-63*,-14%
CN(C)C(=O)C[C@@H]1CC[C@@H](NC(=O)C2CCC2)[C@@H](CO)O1,6,12%,nt,1%,nt,3%,16,4,20%
COC(=O)c1cc(NS(=O)(=O)c2ccc(F)cc2)ccc1N1CCOCC1,-12,-2%,-5%,1%,-38%,-9%,12,-7,12%
O=C(c1cc(-c2ccccc2)nn1-c1ccccc1)N1CCN(S(=O)(=O)c2cccc(F)c2)CC1,-4,-1%,15%,-24%,-2%,2%,-1,14,10%
Cc1ccsc1C(C(=O)NCc1ccccc1)N(C(=O)c1csnn1)c1ccccc1 (configuration not stated),-14,-4%,1%,-8%,-2%,0%,11,-11,-6%
CSCCOC(=O)COc1ccc(/C=N/NC(=O)c2c(Cl)cnn2C)cc1,7,14%,22%,23%,-5%,-3%,-10,13,1%
COc1ccc(S(=O)(=O)NCC2CCCO2)cc1NC(=O)c1ccc(Cl)cc1 (configuration not stated),-9,-1%,0%,?,-1%,-5%,-18,-23,-4%
O=C(CCS(=O)(=O)c1ccccc1)N(CCCN1CCOCC1)c1nc2ccccc2s1,-28,?,-1%,?,?,1%,-107*,?,?
COc1ccc(C2c3c(n[nH]c3C)CC(C)(O)C2C(C)=O)cc1OC (configuration not stated),4,-9%,9%,-2%,-6%,2%,-1,19,5%

# In the list so far, these have four or more nitrogen atoms.
SMILES,DRD3 agonist,KB-3-1 cytotox,GLP-1R agonist,KB-V1 MDR tox,SW480 rerep,HT1080-NT tox,IL1B secr inh,D3 antag,HT1080 IDH1KD tx
CCc1nc2ccc(C(=O)NCCc3ccccn3)cn2c1N(CC)Cc1cccc(Br)c1,-3,0%,0%,?,nt,?,-23,32,?
CCOc1ccc(Nc2nc(-c3sc(N)nc3C)cs2)cc1,2,2%,25%,?,1%,-28%,?,-7,?
CC1=C(C(=O)Nc2ccccc2)C(c2ccncc2)n2nc(SCc3ccccc3Cl)nc2N1 (configuration not stated),9,13%,0%,-13%,nt,nt,nt,nt,nt
CONc1nc(NC(C)(C)C)nc(OCC#N)n1,-4,8%,1%,16%,1%,0%,-11,-8,9%
c1ccc(C(c2ccccc2)c2noc(CN3CCN(CC4CC4)CC3)n2)cc1,-21,4%,11%,16%,0%,-3%,-19,-63*,-14%
O=C(c1cc(-c2ccccc2)nn1-c1ccccc1)N1CCN(S(=O)(=O)c2cccc(F)c2)CC1,-4,-1%,15%,-24%,-2%,2%,-1,14,10%
Cc1ccsc1C(C(=O)NCc1ccccc1)N(C(=O)c1csnn1)c1ccccc1 (configuration not stated),-14,-4%,1%,-8%,-2%,0%,11,-11,-6%
CSCCOC(=O)COc1ccc(/C=N/NC(=O)c2c(Cl)cnn2C)cc1,7,14%,22%,23%,-5%,-3%,-10,13,1%

# Going on with the list:
SMILES,DRD3 agonist,KB-3-1 cytotox,GLP-1R agonist,KB-V1 MDR tox,SW480 rerep,HT1080-NT tox,IL1B secr inh,D3 antag,HT1080 IDH1KD tx
COc1ccc(CC(=O)Nc2cccc(-c3cn4ccccc4n3)c2)cc1,-11,12%,4%,?,-4%,5%,-9,-7,3%
C=CCOc1ccccc1C1NC(=O)NC(C)=C1C(=O)NCc1ccccc1 (configuration not stated),-1,-22%,1%,27%,5%,10%,21,12,6%
O=C(COn1nnc2ccccc21)NCC1CCCCC1,3,0%,2%,?,-19%[9.22 µM],6%,-5,-22,6%
S=c1[nH]nc(CSc2nc3ccccc3s2)o1,0,6%,-10%,4%,9%,2%,25,0,-1%
Cc1ccc(NC(=O)Cn2c(O)c(N=NS(=O)(=O)c3ccc(C)cc3)c3ccccc32)cc1,-6,3%,5%,?,?,-1%,-5,-10,-5%
Nc1ccccc1-c1nc2ccccc2[nH]c1=O,1,-4%,3%,2%,?,22%,-10,-1,9%
Cc1ccc(Cl)cc1N(C)C(=O)c1cc2c(Cl)nc3ccccc3c2s1,6,-1%,0%,-19%,nt,nt,nt,nt,nt
CC(C)CNS(=O)(=O)c1cc(C(=O)OC2CCOC2=O)c(Cl)cc1Cl (configuration not stated),0,5%,5%,0%,-6%,5%,-10,11,20%
Clc1ccc(/C=N/Nc2nn[nH]n2)cc1,-3,2%,0%,-7%,-1%,0%,-12,-25,0%
COc1ccc(-n2ncc3c(NCC4CCCO4)ncnc32)cc1 (configuration not stated),9,2%,1%,-10%,-2%,1%,?,8,10%
O=C(Nc1ccc(F)cc1)c1cc(-c2ccccn2)nc2c(Cl)cccc12,0,?,2%,-1%,?,-9%,0,2,-11%
O=C1C=CC(=O)C(C2=C3C(=O)N(CCc4ccccc4)CC(=O)N3CCC2)=C1,-1,-1%,2%,0%,?,-1%,?,-72*,?
COc1cccc(C(=O)Nc2ccccc2N2CCN(C(=O)c3ccccc3)CC2)c1,1,-8%,14%,-16%,?,1%,-23,-2,-2%
CCCCN(C(=O)c1c(C)noc1C)c1c(N)n(CCC)c(=O)[nH]c1=O,-3,1%,1%,11%,-13%,1%,11,3,?
COc1ccc(C2NC(=S)NC(C)=C2C(=O)Nc2ccccn2)cc1OC (configuration not stated),-1,5%,-1%,1%,5%,3%,-5,12,13%
Nc1nc(CN2CCN(C(=O)c3ccco3)CC2)nc(Nc2cccc(Cl)c2)n1,2,19%,1%,-23%,-5%,0%,-3,-5,-11%
CCCC1C(=O)Nc2ccccc2N1C(=O)c1cccc(C)c1 (configuration not stated),-11,?,-4%,?,1%,-3%,-18,-14,-5%
N#Cc1ccc(OCc2nnc(-c3ccc([N+](=O)[O-])cc3)o2)cc1,8,-7%,-4%,-8%,2%,-3%,-2,18,-7%
O=C(COC(=O)Cn1cnc2ccccc2c1=O)NCCC1=CCCCC1,-1,8%,7%,1%,4%,11%,?,11,3%
O=C(Oc1ccc2c(c1)OCO2)c1ccncc1,-1,3%,-4%,3%,1%,1%,0,7,-1%
N=C1/C(=C\c2ccc(-c3ccc(C(=O)O)cc3)o2)C(=O)N=C2SC=C(c3ccccc3)N12,-14,17%,0%,1%,?,-2%,?,-3,7%
O=C(COc1ccccc1)N1CCCC1,3,-10%,5%,5%,-4%,17%,14,-11,18%
COc1ccc(C2/C(=C(\O)c3ccc(OC)c(Cl)c3)C(=O)C(=O)N2CCN(C)C)cc1 (configuration not stated),1,23%,-5%,20%,0%,5%,-16,?,7%
Cc1ccc(-n2c(-c3ccncc3)n[nH]c2=S)c(C)c1,-2,19%,-2%,25%,4%,11%,-5,-7,6%
C=CCC1CCCCC1=C(C#N)c1ccccc1 (configuration not stated),3,-1%,-1%,2%,nt,3%,26,2,5%
COc1cc(NC(=O)c2ccc(OC)c([N+](=O)[O-])c2)ccc1NC(=O)c1ccco1,0,0%,22%,18%,0%,-9%,49,4,?
O=S(=O)(NCCc1ccc(Cl)cc1)c1cccs1,-2,-20%,-2%,3%,0%,4%,4,3,-4%
O=C(OCc1ccc2c(c1)OCO2)c1ccc(S(=O)(=O)N2CCCCC2)cc1,8,2%,-11%,19%,-1%,6%,-9,-14,12%
CNC(=S)N/N=C(\C)c1ccc(-n2ccnc2)cc1,-4,-17%,1%,-16%,-36%[inhibitor],12%,-11,-14,1%
COc1cc2cccc(OC)c(=O)c2c(OC)c1OC,-7,0%,14%,?,1%,2%,-16,-11,3%
O=S(=O)(Nc1ccc(-c2ccc3nncn3n2)cc1)c1ccc(Cl)s1,11,-3%,23%,-2%,-7%,-7%,26,?,-2%
O=C(Nc1c(Br)cc2c(c1Br)Cc1ccccc1-2)C(Cl)Cl,0,3%,6%,6%,-2%,7%,29,4,11%
